IL-1B inflam inh = qHTS for Inhibitors of Inflammasome Signaling: IL-1-beta AlphaLISA Primary Screen | THP-1 LPS/ATP IL-1B secretion, AlphaLISA, 16 h; stronger effect = lower value | 360,000 tested, 4.7% active | activity change, % at 57.5 µM | AID 743279, 2014; in the data active = activity change below about -50%; inconclusive = mostly about -30% to -49%; note: % is set by controls: 0 for no effect and ±100 for the full control effect
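THP-1 cells pretreated 1 hr with compounds (up to 57.5 uM final), then stimulated with LPS (250 ng/mL final) plus ATP (1.25 mM final); secreted IL-1B measured by AlphaLISA after 16 hr, decreased signal indicating inhibition.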
KB-3-1 tox = qHTS assay for MDR1-selective chemotherapeutics: Primary screen using the parental adenocarcinoma cell KB-3-1; KB-3-1 viability, CellTiter-Glo ATP luminescence, 72 h; Potency, µM (doses to about 46.1 µM), inactives show at the highest dose activity change, negative = cytotoxic, most hits filed as cytotoxic; 400,000 tested, 1.4% active; AID 1347075, 2019; note: potency is the fitted concentration of half-maximal effect; % is set by controls: 0 for no effect and ±100 for the full control effect; nearly all actives have a fitted effect of over 60% in size
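72 h, 37 °C compound treatment of KB-3-1 parental cells; CellTiter-Glo added, 10 min, luminescence read. Data corrected against DMSO-only plates and normalized before curve fitting.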
HT1080 IDH1KD tx = qHTS for induction of synthetic lethality in tumor cells producing 2HG: qHTS for the HT-1080-IDH1KD cell line | Potency, µM (doses to about 46.1 µM), for inactives: at the top dose activity, negative = toxicity, actives largely listed as cytotoxic | HT-1080 IDH1 knockdown viability, ATP luminescence, 48 h | 360,000 tested, 2% active;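 note: potency is the fitted concentration of half-maximal effect; 0% = DMSO wells and -100% = cell-free medium wells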
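Using the IDH1-knockdown HT-1080 line run in the same batch and compound series as the NT line, viability after 48 h at 37 °C was determined by CellTiter-Glo luminescence and expressed as % activity.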
HT1080NT lethal = qHTS for induction of synthetic lethality in tumor cells producing 2HG: qHTS for the HT-1080-NT fibrosarcoma cell line | AID 686970, 2013 | HT-1080-NT fibrosarcoma viability, CellTiter-Glo ATP luminescence, 48 h | 360,000 tested, 1.6% active | Potency, µM (top dose mostly 46.1 µM), for the others: top-dose activity, negative = less viability, most hits filed as cytotoxic;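 note: NT is the 2HG producing partner of a matched IDH1 knockdown line; potency is the fitted concentration of half-maximal effect; 0% = DMSO-treated cells and -100% = media-only wells without cells; nearly all actives have a fitted effect of over 55% in size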
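Compounds were tested in concentration-response format on HT-1080-NT cells for 48 hours at 37 degrees C. Cell viability came from CellTiter-Glo luminescence; curves were classified by r2, response magnitude and activity.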
KB-V1 cytotox = qHTS assay for MDR1-selective chemotherapeutics: Primary screen using the drug-selected MDR subline cells KB-V1 | KB-V1 MDR cells viability, CellTiter-Glo, 72 h | Potency, µM (highest dose often 46.1 µM), for inactives: at the highest dose activity change, negative = cytotoxicity, most hits filed as cytotoxic | 400,000 tested, 3.4% active | AID 1347076, 2019; note: potency is the fitted concentration of half-maximal effect; % is set by controls: 0 for no effect and ±100 for the full control effect; nearly all actives have a fitted effect of over 60% in size
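Cytotoxicity via CellTiter-Glo luminescence after 72 h compound exposure at 37 degrees C. Cells: drug-selected KB-V1 line, DMEM phenol-red free plus 10% FBS. Compounds tested at multiple concentrations; normalized data fitted to concentration-effect curves.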
GLP1R cytotox = qHTS of GLP-1 Receptor Inverse Agonists: Cytotox Screen | HEK293 cAMP-luciferase reporter cells, luminescence, 24 h | Potency, µM (titrated, usually from 38.3 µM), for inactives: top-dose activity change, negative = inhibition, actives largely listed as inhibitors | 410,000 tested, 0.13% active | AID 624418, 2012;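 note: loss of luciferase light is scored as toxicity; potency is the fitted concentration of half-maximal effect; % is set by controls: 0 for no effect and ±100 for the full control effect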
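A 23 nL compound transfer followed 12 hours of cell culture at 37 deg C; exposure then lasted 24 hr. Luciferase assay detection reagent was dispensed and plates read for luminescence after a 12 min room-temperature wait.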
MCF10A rereplic = A quantitative high throughput screen for small molecules that induce DNA re-replication in MCF 10a normal breast cells. MCF 10A DNA re-replication, Hoechst nuclear intensity, 48 h. Potency, µM (top dose mostly 46.1 µM), inactives show at the highest dose activity, positive = re-replication, actives largely listed as activators. 350,000 tested, 2.9% active. AID 624296, 2012; note: potency is the fitted concentration of half-maximal effect; % of control where 0% means no effect; nearly all actives have a fitted effect of over 50% in size
D3 ag = qHTS of D3 Dopamine Receptor Agonist: qHTS. D3R DiscoveRx beta-arrestin cells, luminescence, 90 min. max activation, %. 410,000 tested, 0.58% active. D(3) dopamine receptor (Homo sapiens), P35462; in the data active = max activation above about 30%; note: 0% is about no effect; mostly tested at two doses, the higher about 12 µM
Target sequence (P35462 whole entry, looked up): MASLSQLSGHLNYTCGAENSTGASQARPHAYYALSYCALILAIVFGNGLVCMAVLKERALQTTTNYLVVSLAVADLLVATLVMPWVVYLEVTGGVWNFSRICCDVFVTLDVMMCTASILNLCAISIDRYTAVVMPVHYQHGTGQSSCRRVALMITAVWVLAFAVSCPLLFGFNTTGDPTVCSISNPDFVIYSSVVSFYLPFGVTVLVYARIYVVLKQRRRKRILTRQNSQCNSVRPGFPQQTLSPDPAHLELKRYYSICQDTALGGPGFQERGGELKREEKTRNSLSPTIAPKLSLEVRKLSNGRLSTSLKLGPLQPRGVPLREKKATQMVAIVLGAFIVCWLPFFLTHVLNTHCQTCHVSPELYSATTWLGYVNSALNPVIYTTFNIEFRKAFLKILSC
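Agonist-mode cell screen: cells plated at 1500/well and incubated overnight at 37 °C, then exposed to library compounds for 90 min at 37 °C. Detection reagent was added for 30–60 min at room temperature, and luminescence was read.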
SW480 rerep = A quantitative high throughput screen for small molecules that induce DNA re-replication in SW480 colon adenocarcinoma cells | 340,000 tested, 1.8% active | SW480 DNA re-replication, Hoechst DNA content imaging, 48 h | Potency, µM (titrated, usually from 46.1 µM), for the others: at the highest dose re-replication activation, actives largely listed as activators | AID 624297, 2012; note: potency is the fitted concentration of half-maximal effect; % of control where 0% means no effect; nearly all actives have a fitted effect of over 55% in size
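Image-based DNA-content assay: after two days of treatment, nuclei were labelled with the DNA dye Hoechst and imaged, and hits were compounds raising the count of nuclei showing high fluorescence intensity.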
* = called active by the depositor; ? = inconclusive; · = no result given; [ ] = dose if it differs, or a comment. Unless noted, calls come from the whole dose curve; as a rule, active = well fitted curve in the direction sought with a large enough effect; inconclusive = small, poorly fitted or top-dose-only effect, or another doubt; inactive = no such curve, though single readings can be large; an effect the other way counts as inactive or inconclusive.

SMILES	IL-1B inflam inh	KB-3-1 tox	HT1080 IDH1KD tx	HT1080NT lethal	KB-V1 cytotox	GLP1R cytotox	MCF10A rereplic	D3 ag	SW480 rerep
CC(C)[C@@H]1CN=C(N)N1C[C@@H]1CCCN1C[C@H](C)N1C[C@@H](Cc2ccccc2)N(CCc2ccc(Cl)c(Cl)c2)C1=N	-75*	0%	0%	-4%	0%	-4%	-4%	-20	-92%[inhibitor]
CCn1c(=O)cc(OCC(=O)NC2CC2)c2ccccc21	-16	1%	-2%	-20%	0%	2%	0%	19	-6%
COc1cccc(C2CC(c3ccccc3Cl)Nc3nc(N)nn32)c1 (stereo not given)	12	5%	-4%	-1%	-19%	20%	3%	-2	-3%
CCOc1ccc(Cl)cc1-c1cc(C(=O)Nc2ccc(F)cc2)[nH]n1	-21	0%	?	?	1%	-27%	·	-18	·
CN(CC(=O)Nc1c(Cl)cccc1Cl)C(=O)c1cccn1C	43	7%	0%	3%	30%	-6%	0%	-2	-14%
CCOc1ccc(Nc2nc(C)c(NC(=O)c3ccc(C)cc3)c(Nc3ccc(OCC)cc3)n2)cc1	·	-4%	·	·	-12%	5%	·	-8	·
O=C(NC1CCCCCC1)c1nnc(Cc2ccc(Cl)cc2)o1	-10	26%	-1%	1%	11%	-24%	14%	1	-5%
Cc1cccc(C)c1N1C(=O)CC(Sc2ccccc2N)C1=O (stereo not given)	15	-19%	-4%	-5%	?	-10%	·	-6	·
O=C(c1ccc(F)cc1)C1CCN(Cc2cn[nH]c2-c2ccc(F)cc2)CC1	-4	-7%	?	-18%	-13%	-16%	?	-10	0%
O=C(OCC(=O)N1CCN(C(=O)COC(=O)c2ccncc2)CC1)c1ccncc1	1	7%	27%	18%	1%	4%	2%	0	-8%
CCCCOc1ccc(C2OC34CCCCC3C(C#N)(C#N)C2(C#N)C(=N)O4)cc1 (stereo not given)	4	-2%	3%	12%	11%	350%[activator]	?	3	12%
Cc1nn2c(=O)cc(COC(=O)c3ccco3)nc2s1	·	-3%	·	·	2%	1%	·	6	·
O=C(Nc1ccccc1C(=O)NCc1ccco1)c1ccco1	-9	7%	-1%	-1%	?	11%	2%	-4	?
CCSCCOC(=O)C1=C(C)NC2=C(C(=O)CCC2)C1c1coc2ccccc2c1=O (stereo not given)	?	7%	-7%	-17%	-29%	-19%	-8%	0	8%
CCOc1ccc(C(CC(=O)O)NC(=O)CCCOc2ccc(Cl)cc2C)cc1 (stereo not given)	0	30%	-12%	-11%	4%	0%	-6%	3	6%
CCN(CC)CCNC(=O)c1cc2c(=O)n(C)c3ccccc3c2n1C	?	-14%	-3%	-4%	-22%	-3%	?	-4	4%
COc1ccc(-n2c(Cc3cccn3C)nnc2SCC(=O)Nc2cccc(NC(C)=O)c2)cc1	-20	-13%	5%	-11%	0%	10%	-2%	6	4%
COc1ccc(C2=Cc3ccc(OC(C)=O)cc3OC2)cc1	-11	-8%	1%	0%	?	-10%	?	9	5%
O=C(COC(=O)c1cc(Cl)cc(Cl)c1)NCc1ccco1	-11	0%	5%	4%	0%	3%	5%	1	-15%
COc1cccc(NC(=O)CCC2CCN(C(=O)C(OC)c3ccccc3)CC2)c1 (stereo not given)	-4	-6%	3%	1%	?	-24%	·	6	·
Fc1cccc(CSc2ccc3nnc(-c4ccccn4)n3n2)c1	16	12%	-1%	?	-12%	-2%	11%	-6	2%[1.84 µM]
Cc1ccc(CC(=O)N2CCN(C(=O)C3CCCO3)CC2)cc1 (stereo not given)	20	-14%	17%	20%	5%	13%	-7%	-5	-21%
CCN1C[C@@H]2[C@@H]3C(=O)N(C)C(=O)[C@@H]3[C@](C)(C1=O)N2C(=O)c1ccccc1	8	3%	5%	8%	2%	0%	-1%	-14	?
CCc1ccc(Nc2ccc(C(N)=O)cc2[N+](=O)[O-])cc1	-12	-4%	2%	-5%	-17%	-15%	2%	2	?
COC(=O)c1ccccc1NC(=O)N1c2ccccc2CC1C (stereo not given)	18	-6%	-5%	-8%	23µM*	5%	?	1	-2%
CCNC(=S)NNc1nncc2ccccc12	-7	0%	-4%	11%	2%	?	-5%	-1	17%
Cc1ccc(S(=O)(=O)N2C[C@H]3C(=O)C[C@@H]4C(=O)N(c5ccccc5)C(=O)[C@@H]4[C@@H]3C[C@H]2c2cccs2)cc1	0	0%	11%	8%	10%	-1%	·	12	·
CCN(CC)c1ccc(NC(=O)C2CCN(c3nnc(-n4cccc4)s3)CC2)c(C)c1	·	?	·	·	-10%	-16%	·	0	·
COc1ccc(NS(=O)(=O)c2cc(NC(=O)COc3ccccc3F)ccc2OC)cc1	-14	-1%	-10%	-2%	?	4%	6%	4	-1%
COC(=O)C(C)Oc1cc(OC(C)C(=O)OC)c2c(C)c(Cl)c(=O)oc2c1 (stereo not given)	54	-4%	-1%	2%	-17%	-1%	-5%	14	0%
CCCNC(=O)c1cccc(NC(=O)C(C)C)c1	-11	-5%	0%	-15%	-18%	3%	0%	-3	-82%[inhibitor]
C/C(CC(=O)Nc1ccc([N+](=O)[O-])cc1)=N/NC(=O)C1C2CCCCC21 (stereo not given)	?	-1%	-8%	-19%	-8%	-5%	6%	-13	4%
O=C1NC[C@@H](CCCCN2C[C@H](Cc3ccc(O)cc3)N(Cc3ccccc3)C(=O)C2=O)N(CCc2ccc(O)cc2)C1=O	-1	28%	8%	19%	?	-6%	·	-10	·
c1cnn2c(-c3ccc4c(c3)CCO4)cnc2c1	-1	-3%	4%	1%	-26%	7%	·	-12	·
CCOC(=O)c1c(NCc2ccc3c(c2)OCO3)c2ccccc2[nH]c1=O	12	12%	2%	-1%	?	-6%	-1%	-2	-1%
CN(Cc1ccc(Cl)c(Cl)c1)C(=O)c1[nH]c(C(F)(F)F)nc1-c1ccccc1	-27	-10%	-16%	-23%	?	-24%	·	-12	·
CC(=O)OCCNc1cc(SCc2ccco2)c2nonc2c1[N+](=O)[O-]	-52*	0%	?	-12%	-7%	-21%	27%	-1	?
COc1cc(C)c(NC(=S)NCCCN2CCOCC2)cc1OC	6	9%	0%	10%	0%	14%	-41%[inhibitor]	-4	-3%
COc1cc(OC)cc(-c2cc3nc(C)c(CCC(=O)O)c(=O)n3[nH]2)c1	0	-20%	-26%	-20%	11%	-17%	-1%	11	-2%
CC(=O)c1ccc(OCC(=O)c2cc(C)n(-c3ccc4c(c3)OCO4)c2C)cc1	-3	?	?	2%	8.2µM*	-6%	6%	-3	2%
Cc1c(C)c2ccc(OCC(=O)c3ccccc3)cc2oc1=O	-11	6%	-5%	1%	8%	-13%	15%	-1	8%
Cn1c(COc2ccccc2)nnc1SCC(=O)Nc1ccc2c(c1)OCO2	4	0%	3%	?	15%	1%	-6%	-2	-1%
COc1ccc(C(CNC(=O)c2cc(C)on2)N(C)C)cc1 (stereo not given)	-1	8%	1%	2%	-22%	14%	-2%	-24	-1%
Cc1ccc(-n2ncc3c(NNC(=O)c4ccco4)ncnc32)cc1Cl	0	4%	-30%	-26%	?	-14%	?	7	72%
CC1CN(C(=O)c2cccc(NS(=O)(=O)c3ccc(Br)cc3)c2)CC(C)O1 (stereo not given)	53	-13%	-2%	-3%	-25%	4%	·	0	·
CN(C)c1ccc(/C=N/NC(=O)c2ccco2)cc1	-10	1%	-18%	-13%	-3%	0%	-2%	-6	-7%
CCc1nnc(NC(=O)CSc2nnc(-c3ccoc3C)n2CC(C)C)s1	1	-11%	10%	3%	-15%	0%	?	4	4%
O=C(CSc1nc2ccccc2n1CC(=O)N1CCCC1)Nc1ccc2c(c1)OCO2	0	2%	-5%	0%	-5%	-13%	2%	7	-12%
O=C(NCCO)/C(=C\c1ccc2c(c1)OCO2)NC(=O)c1ccc(Br)cc1	-4	11%	10%	4%	3%	-7%	1%	-9	-1%
CCN(N=O)c1ccc(C=C2C=Cc3ccccc32)cc1	-66*	-7%	11%	7%	21µM*	-21%	?	-5	-4%
O=C(CNC(=O)c1cccc(Cl)c1)N/N=C/c1cccnc1	100	3%	11%	14%	21%	5%	3%	7	1%
Cc1ccccc1NC(=S)Nc1cccc([N+](=O)[O-])c1	0	2%	10%	7%	0%	12%	-3%	5	-2%
O=C(CN1C(=O)c2ccccc2S1(=O)=O)N1CCN(c2ccccc2)CC1	21	-7%	2%	15%	-6%	0%	5%	-6	-1%
Nn1c(SCC(=O)Nc2ccccc2F)nnc1C1CCCCC1	0	8%	6%	-2%	6%	-3%	0%	-3	-8%
Cc1sc(NC(=O)c2cccs2)nc1-c1ccccc1	?	-16%	-16%	-13%	?	-29%	?	-2	-3%

Screening results as filed in PubChem.
